ABCB6 inh MLPCN – blocks the human ABCB6 transporter; Q9NP58; K562-ABCB6 porphyrin accumulation, flow cytometry, 1 h; hits give low values; fluorescence ratio to DMSO, % at 10 µM; 360,000 tested, 0.19% active; AID 602162;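 active = fluorescence ratio to DMSO below 75%, the collection mean minus 3 SD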;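 also: signal is porphyrin accumulated inside mitochondria; 100% equals median channel fluorescence of DMSO control wells; lower ratio means ABCB6 inhibition with less porphyrin fluorescence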
ABHD5 PLIN5 PPI – ABHD5-PLIN5 protein interaction inhibition; Q00G26+Q8WTS1; Split G. princeps luciferase complementation, luminescence, 4 h; inhibition, % at 4 µM; 360,000 tested, 0.78% active;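 active = inhibition above the mean inhibition across every tested compound plus 3 SD, cut at about 22% in these data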;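 also: 0% = DMSO only wells and the 100% control is not disclosed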
MC4R barr agon – human MC4R agonism via beta-arrestin | AID 540308 | 360,000 tested, 0.98% active | activation, % at 8.9 µM | P32245 | U2OS MC4R beta-arrestin complementation, luminescence; percent of melanotan II response, DMSO zero;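 active = activation above a per-plate cutoff, the mean activation of sample wells on that plate plus 3 SD, cut at about 8% in these data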
Target sequence (P32245 whole entry, looked up): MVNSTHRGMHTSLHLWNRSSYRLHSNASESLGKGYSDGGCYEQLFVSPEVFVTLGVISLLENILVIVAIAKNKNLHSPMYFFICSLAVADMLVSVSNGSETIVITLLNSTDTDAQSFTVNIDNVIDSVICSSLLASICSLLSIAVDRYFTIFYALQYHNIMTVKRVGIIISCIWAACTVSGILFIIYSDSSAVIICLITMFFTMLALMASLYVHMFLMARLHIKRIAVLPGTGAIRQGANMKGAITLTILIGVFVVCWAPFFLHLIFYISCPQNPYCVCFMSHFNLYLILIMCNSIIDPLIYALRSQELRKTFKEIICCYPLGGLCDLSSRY
MC4R antagonist – human MC4R antagonism in cAMP assay. P32245. MC4R-expressing cells, MTII-stimulated cAMP, LANCE TR-FRET. inhibition, % at 6.5 µM. 360,000 tested, 0.48% active;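 active = inhibition above its plate's cutoff, the mean of tested wells on that plate plus 3 SD, cut at about 29% in these data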;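 also: 0% = Melanotan II alone and 100% = Melanotan II plus saturating MCL0020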
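material = U2OS cells stably expressing human melanocortin 4 receptor (MC4R) | also added = Melanotan II challenge | dosing = single nominal compound dose of 6.5 µM | detection = TR-FRET with Eu-cAMP and labeled anti-cAMP, 671 nm | replication = singlicate | timing = compound 30 min, challenge 1 h, detection 1 h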
NOD2-RIPK2 inh – NOD2-RIPK2 protein interaction inhibition; O43353; CHO BLA complementation NOD2-RIPK2, CCF4 ratio; inhibition, % at 4.98 µM; 360,000 tested, 0.38% active; in the data active = inhibition above about 21%;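 also: 0% = vehicle only and 100% = reference blocker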
H9c2 protect – protects H9c2 cardiomyocytes from peroxide injury; 360,000 tested, 0.63% active; H2O2 injury protection, ATPLite, 2 h; protection from H2O2 cell death, % at 20 µM;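 active = compounds giving at least 50% protection of heart cells from peroxide-induced death in the single-dose screen, raw or plate-pattern-corrected value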;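 also: 0% = DMSO wells with peroxide and 100% = DMSO wells without peroxide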
HTR2A ag – activates the mouse 5-HT2A serotonin receptor; P35363; CHO-K1 mHTR2A beta-arrestin complementation, luminescence; percent of 30 µM serotonin response; activation, % at 7.6 µM; 360,000 tested, 0.66% active; AID 624169;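 active = activation above a run cutoff, the mean activation of all tested compounds plus 3 SD, cut at about 14% in these data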;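 also: 0% = plate median of compound wells and 100% = 30 µM serotonin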
Target sequence (P35363 whole entry, looked up): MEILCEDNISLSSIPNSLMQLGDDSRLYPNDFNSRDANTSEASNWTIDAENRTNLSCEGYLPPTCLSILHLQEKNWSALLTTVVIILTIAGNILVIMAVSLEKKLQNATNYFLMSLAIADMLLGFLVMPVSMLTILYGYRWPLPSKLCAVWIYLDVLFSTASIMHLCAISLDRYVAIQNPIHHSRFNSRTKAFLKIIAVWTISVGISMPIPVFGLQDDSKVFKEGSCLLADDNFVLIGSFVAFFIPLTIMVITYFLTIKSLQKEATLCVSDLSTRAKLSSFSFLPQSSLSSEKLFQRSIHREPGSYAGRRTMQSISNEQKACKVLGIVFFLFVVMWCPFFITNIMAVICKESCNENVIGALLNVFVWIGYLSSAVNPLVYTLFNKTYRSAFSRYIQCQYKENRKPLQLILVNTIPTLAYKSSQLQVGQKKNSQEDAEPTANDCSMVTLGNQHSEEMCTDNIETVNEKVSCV
Glyco luc inh – N-linked glycosylation inhibition | D54 ERlucT glycosylation luciferase reporter, 24 h; percent of 100 nM tunicamycin response | reporter increase, % at 12.5 µM | 360,000 tested, 0.23% active | AID 588692;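 active = mean luciferase reporter signal, scaled so untreated is 0 and the glycosylation-blocking control 100, at or above a set limit in every replicate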;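 also: luciferase carries N-glycosylation sites so blocking glycosylation raises the light; 0% = median of neutral control wells and 100% = median of 100 nM tunicamycin wells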
TLR9-MyD88 block – inhibitors of human TLR9-MyD88 binding | Q9NR96+Q99836 | CHO BLA complementation TLR9-MyD88, CCF4 FRET ratio | inhibition, % at 4.98 µM | 340,000 tested, 0.21% active | AID 504734;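 active = inhibition above the mean over all tested compounds plus 3 SD, cut at about 21% in these data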;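 also: 0% = DMSO only wells and 100% = clavulanate BLA inhibitor control wells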
SRC2 inh – inhibits human steroid receptor coactivator 2; inhibition, % at 9 µM; HEK293 GAL4-SRC2 luciferase reporter, luminescence; Q15596; 370,000 tested, 0.17% active;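 active = inhibition above the mean inhibition of all tested compounds plus 3 SD, set per campaign, cut at about 52% in these data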;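 also: 0% = DMSO treated cells and 100% = cells given Gossypol at 36 µM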
* hit, by the source's call; . = not tested or not shown; & = joins results of further samples. Only part of the results is shown. The share of hits here may be higher or lower than overall.

SMILES	ABCB6 inh MLPCN	ABHD5 PLIN5 PPI	MC4R barr agon	MC4R antagonist	NOD2-RIPK2 inh	H9c2 protect	HTR2A ag	Glyco luc inh	TLR9-MyD88 block	SRC2 inh
CCn1cc([N+](=O)[O-])nc1C	101	1	1.6	3	10	9	13	1	4	-22
O=C(N/N=C/c1ccc2c(c1)OCO2)C1COc2ccccc2O1 (configuration not stated)	104	-1	-1.2	4	4	12	1	24	9	-4
N#Cc1cc(Oc2ccc3ccccc3c2)c(-n2nnc3ccccc32)cc1C#N	92	-3	-1.4	3	0	-4	-3	-1	-2	-11
CCCOC(=O)c1ccc(NC(=O)c2ccc(Br)o2)cc1	95	1	2.6	15	1	-5	-3	0	4	-16
Cc1cc2c(nn1)CCc1c-2no[n+]1[O-]	102	-1	-0.8	13	2	-1	3	-1	-10	-10
Cc1cc(SCNC(=O)c2ccccc2)nc(C(C)C)n1	91	-4	-3.6	-3	8	6	-1	2	-14	0
CC(=O)c1cccc(NC(=O)c2ccc3ccccc3c2)c1	95	6	-0.2	4	5	-6	4	-7	1	-67
CCNc1ccccc(-c2ccc3ccccc3n2)c1=O	95	-2	0.3	13	-5	3	4	0	-1	-24
C/C(=N\NC(N)=O)C1CC(Cc2ccccc2)C(=O)O1 (configuration not stated)	95	3	-0.8	0	-2	8	2	2	-7	-16
Cc1ccccc1NC(=O)c1ccc(CN2CC(=O)N3CCCCC3C2=O)cc1 (configuration not stated)	99	2	0.0	6	7	1	-4	0	-1	12
COC(=O)CSc1nc(C)c2c(n1)CCCC2	104	5	-1.4	-9	-1	19	-3	3	6	-47
Cc1ccc(C(=O)Nc2ccc(O)cc2C(=O)O)cc1	101	-3	0.9	7	-2	-9	-3	1	1	1
C=CCNC(=O)c1ccc(Sc2ccccc2)c([N+](=O)[O-])c1	92	-7	-2.3	8	-3	1	-5	-3	1	-17
c1ccc(OCCCn2nnc(-c3cccnc3)n2)cc1	102	0	-0.6	-1	8	0	-5	0	-8	-2
O=C(Nc1ccc2c(c1)OCO2)C1Cc2c(-c3ccccc3Oc3ccccc3)ccnc2O1 (configuration not stated)	95	3	-1.9	3	-3	-18	4	-6	.	15
O=C(CCCOc1ccccc1)Nc1nc2ccccc2[nH]1	98	-5	-2.7	9	7	-2	1	-1	-2	-53
Cc1ccc(-c2cc(C(F)F)n3ncc(C(=O)NN4CCCCC4)c3n2)cc1	101	4	0.6	8	-2	-2	1	3	4	-15
CC(CCc1ccccc1)NC(=O)COC(=O)c1cccc(N(C)C)c1 (configuration not stated)	93	3	-0.5	4	-4	1	7	-2	-2	-10
O=C(CCc1ccc(O)c(O)c1)NNC(=S)NCCc1ccccc1	99	1	-0.5	0	-7	21	5	1	-2	-1
Cc1cccc2c1NC(=O)C21OCC(CO)([N+](=O)[O-])CO1 (configuration not stated)	96	2	-1.3	-1	-3	6	4	2	-10	-13
COc1ccc(OCCn2nnc(-c3ccc(Cl)cc3)n2)cc1	98	3	0.8	-2	6	-8	4	1	6	2
Cc1cccc(-n2nc3c(c2NC(=O)c2ccco2)CSC3)c1C	80	-2	0.8	2	5	0	9	0	2	-12
O=C(N/N=C/c1cccnc1)c1ccc(O)cc1	95	7	-0.9	2	-4	-4	1	3	5	-8
CC(C)Cc1nc2oc3c(NCC(C)O)ncnc3c2c2c1CCCC2 (configuration not stated)	95	2	0.0	10	5	23	-4	7	2	-36
COCCOC(=O)c1c(C)oc2ccc(OC(=O)COc3c(F)c(F)c(F)c(F)c3F)cc12	96	-2	-2.0	8	3	-5	2	3	2	-14

Just H9c2 protect (5 entries from above):
| Compound | H9c2 protect |
| --- | --- |
| CCCOC(=O)c1ccc(NC(=O)c2ccc(Br)o2)cc1 | -5 |
| Cc1cccc(-n2nc3c(c2NC(=O)c2ccco2)CSC3)c1C | 0 |
| Cc1cc2c(nn1)CCc1c-2no[n+]1[O-] | -1 |
| Cc1ccc(-c2cc(C(F)F)n3ncc(C(=O)NN4CCCCC4)c3n2)cc1 | -2 |
| N#Cc1cc(Oc2ccc3ccccc3c2)c(-n2nnc3ccccc32)cc1C#N | -4 |

New compounds follow.
SMILES	ABCB6 inh MLPCN	ABHD5 PLIN5 PPI	MC4R barr agon	MC4R antagonist	NOD2-RIPK2 inh	H9c2 protect	HTR2A ag	Glyco luc inh	TLR9-MyD88 block	SRC2 inh
COc1c2ccoc2nc2c(OC)cccc12	98	-3	1.1	2	-1	12	7	2	0	-24
CCOC(=O)c1nnsc1Nc1ccc(C)c(C)c1	93	-3	-3.4	-4	-10	-3	-3	-2	-7	-23
Clc1ccc(C2=Nc3cc(Cl)ccc3OC2)cc1	103	-6	-0.1	4	2	-9	-4	0	-7	-19
COc1ccc(-n2cnnc2SCc2csc(-c3ccccc3)n2)cc1	95	0	0.4	3	-9	0	-7	-1	-7	4
CCCC(c1nnnn1Cc1cccs1)N1CCN(c2ccc(OC)cc2)CC1 (configuration not stated)	95	1	-0.8	5	-16	9	-2	-4	4	30
COc1ccc(N=Cc2[nH]c3ccccc3c2O)cc1	101	-11	-0.6	-8	-3	-6	3	4	-5	-25
O=C(COC(=O)c1cc(-c2cccs2)nn1-c1ccccc1)Nc1ccc(Cl)c([N+](=O)[O-])c1	93	2	0.1	13	7	-2	0	0	-9	24
CCC[C@H]1CN(c2ccc(Br)cc2)C(=O)[C@@H]1CC(=O)Nc1ccc(OC)cc1	93	3	2.0	10	11	-10	-7	0	-8	27
O=C(CCn1c(=O)c2ccccc2n(Cc2cccnc2)c1=O)NCc1ccc2c(c1)OCO2	95	2	-1.4	2	-10	3	0	0	-7	-13
COc1ccccc1N1CCN(CCCOc2ccc(F)cc2)CC1	130	-1	1.3	1	1	-5	-4	-1	0	16
Cc1ccc([N+](=O)[O-])cc1NC(=O)c1ccc(CSc2ccccc2)cc1	101	6	14*	5	-5	-2	-5	-4	-3	-18
CCc1nc(SCC(=O)NC2CCCC2)c2oc3ccccc3c2n1	92	-2	-3.1	0	1	-8	2	-7	-12	-4
COc1ccc(NC(=O)COc2ccccc2C(N)=O)cc1S(=O)(=O)N1CCCCC1	95	5	-1.2	-1	-13	10	0	-1	-1	-14
CCC(=O)c1ccc(OC)c(OC)c1O	99	-2	-1.1	5	13	-1	-3	-1	-10	-25
O=C(NCc1ccc(Cl)cc1)c1cc(=O)[nH]c2ccc(S(=O)(=O)N3CCOCC3)cc12	98	0	0.6	15	-7	4	0	-1	-2	3
O=C(CCCN1C(=O)c2ccccc2C1=O)NCC1CCCO1 (configuration not stated)	85	3	-0.8	-2	-4	1	-3	0	-1	20
CC(NC(=O)COc1cccnc1[N+](=O)[O-])c1ccc(Cl)cc1Cl (configuration not stated)	93	1	-0.9	1	-3	2	-1	-3	-3	6
CC1=CC(C)[C@H](/C=N/n2c(=O)[nH]c3c([nH]c4ccc(C)cc43)c2=O)C(C)C1 (some centres not stated)	98	0	1.1	21	4	20	-3	60*	0	-12
COc1ccccc1NC(=O)C1CCCN1C(=O)NCc1ccccc1 (configuration not stated)	97	4	-0.4	5	-5	1	8	-1	3	-16
CC(Sc1ccc2ccccc2n1)C(=O)O (configuration not stated)	88	-4	3.4	58*	-4	2	2	4	-7	-23&0
COc1ccc(NC(=O)CN(C)C(=O)c2cccc(S(=O)(=O)N3CC4(C)CC3CC(C)(C)C4)c2)cc1 (configuration not stated)	100	-1	-2.7	2	5	-9	4	1	4	13
CCOC(=O)c1c(NC(=O)COC(=O)/C=C/c2ccco2)sc2c1CC(C)(C)NC2(C)C	93	1	-2.0	-1	-5	-15	5	-7	4	-23
Cc1ccc(OCC(=O)NNC(=S)NC(=O)C(C)(C)C)c(Br)c1	91	-2	-2.4	-5	-1	-1	1	0	2	12
CC(C)(CNC(=S)NCCc1ccccc1)CNC(=S)NCCc1ccccc1	97	6	-0.5	2	-5	-16	-8	-10	-5	-15
COc1ccccc1CCNC(=O)c1ccc(Br)s1	91	-4	-1.7	3	-6	-9	-12	1	3	-20
SMILES	ABCB6 inh MLPCN	ABHD5 PLIN5 PPI	MC4R barr agon	MC4R antagonist	NOD2-RIPK2 inh	H9c2 protect	HTR2A ag	Glyco luc inh	TLR9-MyD88 block	SRC2 inh
CN(C)CCCOC(=O)COc1ccc(C(C)(C)C)cc1	101	4	-1.4	11	-6	4	-7	2	0	-15
CCN(CC)C(=O)Cn1nc(-c2ccccc2O)nc1SCC(=O)Nc1ccc(OC)cc1	86	1	-3.2	19	8	2	-7	-3	-7	-2
COc1cc(OC)cc(-c2nnc(NC(=O)CCS(=O)(=O)c3ccccc3)o2)c1	95	-2	-2.5	1	-9	18	11	-3	0	-1
Cc1ccc(Cn2nc(C)cc2C(=O)Nc2ccc(Cl)cc2)cc1	93	1	1.1	2	8	-8	-6	-5	.	-76
COc1ccc(NC(=O)CSc2ccc([N+](=O)[O-])cc2)cc1S(=O)(=O)N1CCOCC1	94	-5	-4.8	4	-4	-11	-10	0	-2	7
COc1cccc(NC(=O)c2ccc(N3C(=O)C4CC=CCC4C3=O)cc2)c1 (configuration not stated)	98	0	-0.1	6	-1	-7	-6	-2	-2	16
CC(C)N(C(=O)[C@H]1CC(CC(=O)NCCCN(C)C)C(=O)N2CCc3c([nH]c4ccccc34)[C@]12C)C(C)C (some centres not stated)	100	-2	0.5	-2	-1	22	1	-3	-11	-16
Cc1cc(C(=O)N2CCCC2(C)C(=O)NCC(C)C)nn1C(C)(C)C (configuration not stated)	98	1	-0.9	4	-6	-2	-5	2	.	-24
Cc1ccc(F)c(S(=O)(=O)NC(=O)C2(C)CCN2C(=O)CC2CCCCC2)c1 (configuration not stated)	90	3	-0.3	5	3	-1	1	2	.	16
COC(=O)CCC(=O)Nc1ccc(S(=O)(=O)N2CCCCCC2)cc1	105	8	1.7	9	2	3	0	1	-17	-13
O=C(CNC(=O)c1cccs1)OCc1ccc(Cl)cc1	100	0	-0.1	20	-2	-7	-3	1	1	12
CCOC(=O)C1CCN(CCC(=O)Nc2ccc(C)cc2)CC1	98	0	0.7	12	-3	0	-3	1	13	-5
O=C(NCc1ccc(F)cc1)N1[C@H]2CC[C@@H]1C=C(c1ccc(F)cc1OCc1ccccc1)C2	101	-10	-1.8	3	-6	-13	-5	4	-4	9
CCN(CC)c1ccc2cc(C#N)c(=O)oc2c1	103	6	-0.7	2	-4	-10	1	4	.	-30
Cc1nc(SCc2c(F)cccc2Cl)c2c(=O)n(C)c(=O)n(C)c2n1	96	5	0.3	17	2	-2	7	-2	2	-12
COc1ccccc1CC(=O)Nc1ccc(-c2noc(COc3ccc(Br)cc3)n2)cc1	95	-7	26*	9	-2	-10	-2	-4	-7	12
CCCOc1ccc(/C=N/NC(=O)C2CC2)c(OCCC)c1	91	-1	0.7	6	-2	-4	4	-6	9	-31
Cc1nnc(NC(=O)CSc2nc(N)c(NC(=O)c3cccs3)c(=O)[nH]2)s1	96	0	0.6	2	9	4	5	1	-8	16
